# Runt-SMMHC FRET: inhibitors of human RUNX1 Runt domain binding to CBFb-SMMHC; Q01196+Q13951; Cerulean-Runt/Venus-CBFb-SMMHC FRET ratio 530/480, 1 h; inhibition, % at 20 µM; 220,000 compounds, 0.74% hits; AID 1434;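 active means mean inhibition across duplicate retests at 20 µM reaching about 50%, limit read from the data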;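 further: 0% = DMSO wells and 100% = wells with excess untagged CBFb-SMMHC; inhibitors lower the FRET ratio by blocking Runt binding to CBFb-SMMHC; some results filed as inactive read as strong as hits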
# TbHK1 inh: blocks Trypanosoma brucei hexokinase 1 activity | inhibition, % at 10 µM | recombinant TbHK1, G6PDH-coupled NADH A340 | AID 1430 | 220,000 compounds, 0.11% hits;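 active means inhibition of 50% or more in the single-dose primary screen; inactive means inhibition below 50%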
# p97 ATPase inh: inhibitors of human p97 ATPase. P55072. 220,000 compounds, 0.42% hits. recombinant p97 ATPase, Kinase-Glo ATP luminescence, 3 h. inhibition, % at 8 µM; in the data active means inhibition above about 15%;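 further: 0% = DMSO vehicle and 100% = wells lacking enzyme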
# RBBP9 inh: human RBBP9 hydrolase inhibition; recombinant RBBP9, FP-Rh probe fluorescence polarization; inhibition, % at 7.94 µM; 220,000 compounds, 0.2% hits;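 active means inhibition above the campaign mean of all tested compounds plus 3 SD, cut at about 14% in these data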;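 further: plate controls were DMSO wells with RBBP9 for no effect and wells lacking RBBP9 protein for full effect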
# Target sequence (O75884 whole entry, looked up): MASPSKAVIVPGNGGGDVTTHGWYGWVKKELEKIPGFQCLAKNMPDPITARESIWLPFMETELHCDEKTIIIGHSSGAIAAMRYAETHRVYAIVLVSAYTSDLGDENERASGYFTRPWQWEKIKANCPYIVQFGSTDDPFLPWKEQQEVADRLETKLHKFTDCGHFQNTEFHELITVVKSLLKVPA
#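 System: RBBP9 protein / Buffer or medium: Tris/NaCl buffer pH 8.0 with 0.1% Pluronic / Probe or stimulus: Serine-hydrolase probe FP-Rh, 375 nM pre-mixing / Dosing: 7.94 µM single dose, 0.794% DMSO / Times: enzyme-compound preincubation 30 min, then probe labeling 45 min, 25 °C / Technique: fluorescence polarization (mP), excitation 525 nm, emission 598 nm / Replication: singlicate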
# Furin inhibitor: human furin inhibition; P09958; purified furin, fluorogenic substrate cleavage; inhibition, % at 30 µM; 220,000 compounds, 0.061% hits; AID 463115; in the data active means inhibition above about 25%; further: inactives centre near -15
# Runt-CBFb FRET: blocks binding of human RUNX1 Runt domain to CBFb | Q01196+Q13951 | inhibition, % at 20 µM | 220,000 compounds, 0.46% hits | AID 1496 | Cerulean-Runt/Venus-CBFb FRET ratio 530/480, 1 h;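 active means inhibition over about 50% at 20 µM in the single-dose screen, limit read from the data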;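 further: 0% = DMSO wells and 100% = excess unlabeled CBFb competitor control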
#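 Assay system: Cerulean-Runt domain fusion protein, energy donor; Signal: fluorescence energy transfer, 422 nm excitation, 530/480 nm emission; Timing: 1 h compound exposure, room temperature; Control set: unlabeled CBFb; Medium: Tris buffer pH 7.5 with salts and BSA; Compound: single test concentration of 20 µM, 1% DMSO final; Probe or stimulus: Venus-CBFb 100 nM.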
# m-calpain inh: blocks pig calpain II enzyme activity; purified calpain II, fluorogenic peptide substrate, 30 min; inhibition, % at 16 µM; 220,000 compounds, 0.37% hits;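 active means inhibition above about 50%, limit read from the data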
# EBV gp42 block: inhibitors of Epstein-Barr virus glycoprotein 42; inhibition, % (tested at 21.74 µM); Fluorescence polarization binding assay, mP read-out; Q1HVG2; 220,000 compounds, 0.42% hits; AID 1085; in the data active means inhibition above about 50%
# Target sequence (Q1HVG2 whole entry, looked up): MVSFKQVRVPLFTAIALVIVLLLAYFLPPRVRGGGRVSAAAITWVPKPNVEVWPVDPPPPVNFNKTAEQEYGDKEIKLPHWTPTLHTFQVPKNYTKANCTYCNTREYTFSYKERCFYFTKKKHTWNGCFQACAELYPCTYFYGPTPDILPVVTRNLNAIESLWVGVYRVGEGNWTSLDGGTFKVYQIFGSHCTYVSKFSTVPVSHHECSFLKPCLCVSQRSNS
# NCF1 inh: p47phox (human) inhibition; P14598; p47phox/p22phox peptide binding, fluorescence polarization, 2 h; inhibition, % at 24.7 µM; 220,000 compounds, 0.53% hits;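 active means inhibition above about 30%, limit read from the data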;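 further: 0% = p47phox with labelled peptide and 100% = labelled peptide alone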
# Target sequence (P14598 whole entry, looked up): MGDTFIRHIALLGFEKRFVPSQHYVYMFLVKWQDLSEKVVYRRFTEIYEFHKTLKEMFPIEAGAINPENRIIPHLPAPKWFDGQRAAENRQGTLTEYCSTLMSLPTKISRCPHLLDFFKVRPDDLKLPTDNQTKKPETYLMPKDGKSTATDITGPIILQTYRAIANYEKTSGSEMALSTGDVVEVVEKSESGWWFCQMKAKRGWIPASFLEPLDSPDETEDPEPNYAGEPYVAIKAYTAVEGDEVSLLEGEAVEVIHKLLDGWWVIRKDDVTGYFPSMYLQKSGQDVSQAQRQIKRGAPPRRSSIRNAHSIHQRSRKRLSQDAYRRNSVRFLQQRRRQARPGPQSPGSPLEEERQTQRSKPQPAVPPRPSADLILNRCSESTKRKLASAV
# The depositor's hits bear a star; / = not tested or not shown; [ ] = another dose, or the depositor's remark.
SMILES,Runt-SMMHC FRET,TbHK1 inh,p97 ATPase inh,RBBP9 inh,Furin inhibitor,Runt-CBFb FRET,m-calpain inh,EBV gp42 block,NCF1 inh
Cc1cc(C(=O)N2CCN(S(C)(=O)=O)CC2)cs1,-2.0,-0.8,-0.8,-8.1,-22.5,0.6,-7.0,-7.2,-0.6
CN(c1ccc(O)cc1)c1nc(-c2cccs2)cs1,/,-2.1,2.4,10.9,-13.7,/,15.4,-9.9,-101.6
Cc1[nH]nc(N2CCCCC2)c1[N+](=O)[O-],-1.2,-19.1,-0.6,-3.5,-3.5[20 µM],1.4,-2.7,4.6,-27.2
O=C(OCn1nnc2ccccc2c1=O)c1cccnc1,0.5,16.1,6.2,2.1,-13.3,-3.9,28.7,3.9,6.7
O=C(Nc1ccc(N2CCOCC2)c(Cl)c1)c1cccnc1,-2.8,-0.1,4.7,-7.6,-22.6[20 µM],-2.1,-22.1,-11.9,-2.9
c1ccc(-c2ccc(-n3ccnc3)cc2)cc1,-3.0,-8.0,-2.8,-1.0,-19.6,-1.4,6.0,-14.0,-11.3
Cc1ccc(NC(=S)c2nc3ccccc3s2)cc1,0.9,3.3,-1.3,-7.6,-4.3,-2.9,6.3,-1.4,5.2
O=C(CCc1ccccc1)c1nnc(-c2ccccc2)o1,1.6,2.4,-0.1,-3.1,-17.7,-1.0,11.9,5.3,2.4
COc1ccccc1N1C(=O)CCC1(C#N)c1ccc(Br)cc1 (stereo not drawn),1.1,-2.7,-0.6,-6.4,-15.5[20 µM],4.2,-21.7,-18.0,-15.1
CN(C)c1ccc(C=Nc2ccccc2C(N)=O)cc1,2.8,22.5,0.3,-2.6,-16.6,-2.0,-21.2,-12.8,-15.3
COc1ccc(C(O)C(CC(=O)NCCCOC(C)C)C(=O)NCCCOC(C)C)cc1OC (stereo not drawn),-1.4,-5.5,1.0,-9.6,-14.6,-0.1,8.1,-2.6,-6.8
Cc1cc(=O)n2c(n1)OC(CO)C2 (stereo not drawn),-0.9,-2.1,3.3,-3.5,-16.0,-2.9,16.3,-13.2,-7.0
N#Cc1ccsc1NC(=O)c1cccc([N+](=O)[O-])c1,-4.3,7.6,0.1,-6.5,-7.6,4.9,-36.8,17.4,-22.4
Cc1cc(=O)oc2cc(OCC(=O)Nc3nnc(C4CC4)s3)ccc12,-1.4,-8.3,2.8,-1.1,-27.8,-1.2,-39.4,-22.8,-15.5
Cc1ccc(NC(=O)CSc2ncn(-c3ccccc3)n2)cc1C,1.6,34.5,-3.8,-13.1,-9.7[20 µM],-2.3,23.0,-8.8,-10.9
CC(=O)c1ccc(NC(=O)C(Cc2ccccc2)NC(=O)c2ccco2)cc1 (stereo not drawn),-3.1,-5.2,-0.3,-5.8,-21.6[20 µM],-1.3,12.4,6.1,-10.2
CCOC(=O)N1CCN(C(=O)/C(=C/c2ccc(OC)c(OC)c2)NC(=O)c2ccccc2)CC1,3.4,-12.5,-4.7,-6.7,-22.0,0.2,27.1,-5.2,0.6
COc1ccc(-c2csc(NC(=O)CSc3ncn[nH]3)n2)cc1OC,-0.3,10.1,-2.5,-13.2,-14.9,1.7,11.0,5.8,-5.1
CCN1CCN(C(=O)c2cc3c(=O)n(C)c4ccccc4c3n2C)CC1,1.0,-6.7,4.0,7.1,-14.5,0.4,-12.0,0.6,-8.9
CC(=O)Nc1cccc(OCCCNC(=O)c2ccc(F)cc2)c1,-0.3,4.9,2.6,-5.3,-22.4,1.4,7.9,-9.2,-24.3
O=C(CSc1cccc[n+]1[O-])c1ccc(Cl)cc1,2.1,-1.7,6.2,3.9,-26.3,1.1,-24.1,-2.9,-5.0
Cc1ccc(-c2nnc(N3CCN(C(=O)c4cccs4)CC3)c3ccccc23)cc1,0.8,-19.4,-1.1,-2.6,-13.2,-2.7,31.5,-13.3,9.1
CCOC(=O)C1=C(C)N(C)C(C)=C(C(=O)OCC)C1c1ccccc1,-3.0,-10.0,-5.7,-8.5,-22.2[20 µM],1.4,-39.7,-0.1,14.5
O=C(CN1CCCC1)NC1C2CC3CC(C2)CC1C3 (stereo not drawn),1.8,0.3,-0.4,-7.4,-13.4[20 µM],5.5,-17.0,-17.2,-14.3
O=C(NN=C1CCCCCCC1)C(=O)NC1CCCCC1,2.5,5.6,0.5,-6.4,-23.8[20 µM],0.6,-25.5,-8.0,-6.1
# Other structures
SMILES,Runt-SMMHC FRET,TbHK1 inh,p97 ATPase inh,RBBP9 inh,Furin inhibitor,Runt-CBFb FRET,m-calpain inh,EBV gp42 block,NCF1 inh
COC(=O)C(N)Cc1ccc(O)c(O)c1 (stereo not drawn),0.2,-5.3,2.0,5.1,-25.7[20 µM],0.2,-29.3,-0.3,-5.7
CCOc1ccc2c(c1)-c1c(ssc1=S)C(C)(C)N2C(=O)CSC1=NCCS1,-1.6,33.4,1.4,2.9,-11.1,-3.8,-16.3,8.9,-3.3
c1ccc(-c2nc(-c3ccncc3)n[nH]2)nc1,-1.9,-1.9,-7.2,-14.1,-17.6,3.3,5.2,-10.1,-8.3
c1ccc(-c2cc3nccc(-c4ccccn4)n3n2)cc1,-1.4,-10.4,-0.3,-5.6,-15.4,-1.3,9.3,12.5,-14.8
Cc1ccccc1C(=O)N1CCN(c2ccccn2)CC1,-3.1,2.9,-0.2,-4.1,-12.8[20 µM],-0.2,-30.8,-13.4,7.5
COc1ccc(Cn2nnc(C(=O)Nc3ccc(F)cc3)c2N)cc1,-2.1,31.2,-6.6,-8.0,-0.1,2.3,-7.5,-27.3,-15.6
NC(=S)Nc1ccc2cn[nH]c2c1,1.0,3.4,1.0,-0.4,-25.9,0.2,-28.4,3.1,-8.2
CC(C)(C)C(=O)CSc1nc(N)cc(=O)[nH]1,-4.4,-7.0,0.5,-4.9,-26.6,4.9,-21.7,-5.5,-7.7
CCCCCC(=O)Nc1cc2[nH]c(=O)cc(COC)c2cc1C,0.6,-7.4,-0.8,0.3,1.1[20 µM],-0.9,-0.9,-16.6,-7.8
CCCCOc1ccc(C(=O)N/C(=C\c2ccc(OC)cc2)C(=O)OCc2ccco2)cc1,3.6,-2.6,3.4,-10.7,-3.1[20 µM],0.6,18.0,-2.6,-12.9
Cc1ccccc1CSc1nnc(CCCCCNC(=O)OC(C)(C)C)o1,1.0,-3.2,-2.7,-3.4,-1.6,-2.8,37.5,-14.6,-9.1
COCCSc1nnc(NS(=O)(=O)Cc2ccccc2)s1,-2.0,-6.0,3.6,6.0,-6.8[20 µM],0.4,25.1,2.6,0.9
O=C(CCc1ccc(S(=O)(=O)NCc2ccccc2)cc1)NCC1CCCO1 (stereo not drawn),3.9,4.0,2.1,-6.4,-20.7,-1.3,0.8,-3.8,-7.0
COc1ccc(-c2csc3nc(-c4ccccc4F)oc(=O)c23)cc1OC,-18.1,-19.1,3.1,-3.9,-16.4[20 µM],-4.6,-44.8,5.7,89.6*
N#CC1=C(N)OC2=C(CC/C2=C\c2ccc(F)cc2)C1c1ccc(F)cc1 (stereo not drawn),-135.3,-9.8,11.0,-2.2,-6.2,-55.0,-53.8,61.4*,-45.7
CCC(=O)Oc1ccc(-c2cnc3ccccc3n2)cc1,-0.5,-12.7,0.1,-1.9,-17.7[20 µM],-1.6,9.1,-3.5,-14.0
COCCCn1c(SCC(=O)Nc2nnc(C)s2)nnc1-c1ccoc1C,-0.8,1.5,4.8,-4.4,-20.0,-1.1,13.2,-6.5,-10.0
CCOc1cc(N2CCOCC2)c(OCC)cc1NC(=O)COC(=O)c1cc2ccccc2cc1O,-13.8,11.5,-2.4,-7.3,-8.3,-5.3,27.7,2.7,6.6
O=C(CN1C(=O)c2ccccc2C1=O)N1CCCCC1,-0.6,0.8,0.4,-3.0,-26.0,-0.3,13.9,-8.4,-10.2
CCN1C(=O)c2cccc3c(S(=O)(=O)N(C(=O)c4ccncc4)c4ccc(OC)cc4)ccc1c23,3.6,-11.4,1.8,3.7,-3.5,0.9,-2.6,8.7,-4.3
COc1ccc(N(CC(=O)NC2CCCC2)C(=O)Cn2nnc(-c3ccc(C)cc3)n2)cc1OC,-1.3,2.5,3.3,-3.1,-15.8,-6.2,4.5,-17.9,-13.0
CC(=O)Nc1cc2c(cc1NC(=O)Cn1nc(-c3ccccc3F)ccc1=O)OCCO2,-1.6,-1.6,0.0,-5.8,-16.7,4.7,-9.4,-12.6,-0.7
CC1(C)CC(=O)C2=C(C1)OC(N)=C(C#N)C2c1cc2c(cc1[N+](=O)[O-])OCO2 (stereo not drawn),-26.4,26.7,5.2,-2.5,-15.3,-12.3,-53.5,94.0*,24.5
COc1ccc2cc(C)c3nnc(SCc4cccnc4)n3c2c1,2.1,-10.6,2.8,-0.7,-15.4,1.2,0.5,-2.2,13.3
CCN1CCC2(CC1)C(C#N)=C(N)Oc1c2sc2nc(C)cc(C)c12,34.1,3.3,8.8,0.1,-23.1,6.9,9.5,-6.0,-20.3
# Continued.
SMILES,Runt-SMMHC FRET,TbHK1 inh,p97 ATPase inh,RBBP9 inh,Furin inhibitor,Runt-CBFb FRET,m-calpain inh,EBV gp42 block,NCF1 inh
Cc1ccc(S(=O)(=O)N2CCC(C(=O)N[C@H](C(=O)NCC3CCCO3)C(C)C)CC2)cc1 (stereo partly drawn),-4.1,7.8,2.1,-4.9,-14.4,-1.2,-17.3,3.8,-14.4
O=C(O)CCCNCc1ccccc1F,2.7,-2.1,2.4,-4.1,-35.7,-1.6,-3.2,-17.9,-9.3
CN(C)S(=O)(=O)c1ccc(NC(=O)COc2ncnc3c2cnn3-c2ccccc2)cc1,-2.4,-4.8,5.0,0.6,-27.8,-0.2,13.8,-15.6,-16.8
CC(C)N(C(=O)c1sc2cc([N+](=O)[O-])ccc2c1Cl)C(C)C,-1.4,-11.3,-0.8,-10.9,-7.4[20 µM],3.4,48.1,10.1,-3.9
CCC(Sc1nc2ccccc2s1)C(=O)Nc1nnc(C)s1 (stereo not drawn),-0.4,5.5,-3.5,-7.4,1.9,1.5,12.4,-14.8,-2.4
C=CCn1c(SCC(=O)Nc2nnc(C)s2)nnc1-c1cccnc1,-0.5,7.0,-0.6,-7.9,-18.1,-2.4,7.8,-17.3,-3.1
CCCCCCC(=O)NC(Nc1ccc(S(N)(=O)=O)cc1)C(Cl)(Cl)Cl (stereo not drawn),2.2,4.5,-4.9,-6.8,-13.3[20 µM],1.4,7.7,-0.7,-15.3
O=C(CN1C(=O)c2ccccc2C1=O)NN1C(=O)c2ccccc2C1=O,1.9,2.2,-0.2,-4.7,-10.1,/,-21.5,-5.9,-16.1
COc1ccc2nc(SCC(=O)Nc3cc(OC)c(OC)cc3C(=O)O)c(C)cc2c1,-2.6,-6.3,4.7,-2.4,-17.6,2.5,-41.7,0.2,-10.3
COc1cccc(C(=O)Nc2ccc(N(C)C)cc2)c1OC,4.5,-1.2,-3.4,-0.3,-21.6[20 µM],4.7,23.4,-8.0,3.8

# Reprinted at random: three entries already listed.
SMILES,Runt-SMMHC FRET,TbHK1 inh,p97 ATPase inh,RBBP9 inh,Furin inhibitor,Runt-CBFb FRET,m-calpain inh,EBV gp42 block,NCF1 inh
O=C(CSc1cccc[n+]1[O-])c1ccc(Cl)cc1,2.1,-1.7,6.2,3.9,-26.3,1.1,-24.1,-2.9,-5.0
CCN1C(=O)c2cccc3c(S(=O)(=O)N(C(=O)c4ccncc4)c4ccc(OC)cc4)ccc1c23,3.6,-11.4,1.8,3.7,-3.5,0.9,-2.6,8.7,-4.3
Cc1ccc(NC(=O)CSc2ncn(-c3ccccc3)n2)cc1C,1.6,34.5,-3.8,-13.1,-9.7[20 µM],-2.3,23.0,-8.8,-10.9

# Not a hit list; overall some 2.7% were active at least once.
